Screening data as filed in PubChem BioAssay.
MT1-MMP act inh = MT1-MMP (human) activation inhibition. P50281. HT1080 RFP-PRO-GFP cells, GFP/RFP ratio fluorescence, overnight; percent of plate control window, DMSO zero. GFP/RFP ratio change, % at 20 µM. hit rate 0.061% among 360,000. AID 651647;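 active means GFP/RFP ratio change of at least 30% with cell ATP level not reduced by more than half and red fluorescence within 50% of control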; further: strong numbers were not always called active
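Test system: HT1080 cells expressing an RFP-PRO-GFP fluorescent reporter construct / Compound dosing: single-point 20 µM compound, 1% DMSO / Schedule: cells overnight before dosing, compound overnight, 37 °C, 5% CO2 / Evaluation: GFP/RFP fluorescence ratio / Control set: DMSO and RFP-L50D-GFP cell wells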
MsrA inh = bovine MsrA inhibition; hit rate 0.75% among 360,000; purified bovine MsrA, absorbance read-out; inhibition, % at 15.5 µM; in the data active means inhibition above about 4.5%;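 further: 0% = vehicle wells with enzyme and 100% = reference inhibitor wells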
bovine MsrA act = activators of bovine methionine sulfoxide reductase A; purified bovine MsrA, absorbance read-out; activation, % at 10.6 µM; hit rate 0.3% among 360,000; AID 602163; in the data active means activation above about 7.5%;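 further: 0% = vehicle and 100% = reference activator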
FAS TE block = blocks the thioesterase domain of human fatty acid synthase | recombinant FAS-TE, OMFH fluorogenic substrate, fluorescence endpoint | inhibition, % at 15 µM | hit rate 0.67% among 360,000 | AID 602261;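 active means compounds whose normalised, plate-corrected inhibition of enzyme fluorescence in the single-dose primary screen is 50% or more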;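 further: 0% = DMSO with enzyme and 100% = substrate without enzyme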
Rin1 Abl inh = human Rin1-Abl interaction inhibition. P00519+Q13671. TR-FRET Rin1/Abl binding, biochemical. inhibition, % at 7.35 µM. hit rate 0.4% among 360,000. AID 588664; in the data active means inhibition above about 5%, passing the limit was not always enough
Neddylation inh = cullin neddylation inhibition; P61081+Q13564; hit rate 0.58% among 360,000; calls only at 25 µM; TR-FRET cullin neddylation, biochemical; in the data active means inhibition above about 36%
SKN-1 block = inhibitors of C. elegans SKN-1. inhibition, % at 21.8 µM. hit rate 0.49% among 360,000. AID 624304. C. elegans VP596 Pgst-4::GFP/RFP ratio, acrylamide-induced, 24 h;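 active means interference check ratio from 0.5 to 1.5 plus GFP to RFP signal ratio inhibition reaching or exceeding a fixed threshold, cut at about 30% in these data, passing the limit was not always enough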; further: some compounds called inactive have numbers as strong as hits
eLon inh = E. coli protease La inhibition; P0A9M0; purified E. coli Lon protease, fluorescence polarization; inhibition, % at 7.94 µM; hit rate 0.42% among 360,000; AID 602123; in the data active means inhibition above about 13%, passing the limit was not always enough;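 further: 0% = enzyme with probe and DMSO and 100% = no enzyme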
CendR NRP1 mod = modulators of CendR peptide binding to human neuropilin-1 | O14786 | inhibition, % at 25 µM | hit rate 0.85% among 360,000 | FAM-RPARPAR peptide binding to NRP-1, fluorescence polarization;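 active means inhibition or corrected inhibition above about 18%, plus a signal ratio from 0.5 to 1.5, limit read from the data, passing the limit was not always enough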; further: strong numbers were not always called active
Target sequence (O14786 whole entry, looked up): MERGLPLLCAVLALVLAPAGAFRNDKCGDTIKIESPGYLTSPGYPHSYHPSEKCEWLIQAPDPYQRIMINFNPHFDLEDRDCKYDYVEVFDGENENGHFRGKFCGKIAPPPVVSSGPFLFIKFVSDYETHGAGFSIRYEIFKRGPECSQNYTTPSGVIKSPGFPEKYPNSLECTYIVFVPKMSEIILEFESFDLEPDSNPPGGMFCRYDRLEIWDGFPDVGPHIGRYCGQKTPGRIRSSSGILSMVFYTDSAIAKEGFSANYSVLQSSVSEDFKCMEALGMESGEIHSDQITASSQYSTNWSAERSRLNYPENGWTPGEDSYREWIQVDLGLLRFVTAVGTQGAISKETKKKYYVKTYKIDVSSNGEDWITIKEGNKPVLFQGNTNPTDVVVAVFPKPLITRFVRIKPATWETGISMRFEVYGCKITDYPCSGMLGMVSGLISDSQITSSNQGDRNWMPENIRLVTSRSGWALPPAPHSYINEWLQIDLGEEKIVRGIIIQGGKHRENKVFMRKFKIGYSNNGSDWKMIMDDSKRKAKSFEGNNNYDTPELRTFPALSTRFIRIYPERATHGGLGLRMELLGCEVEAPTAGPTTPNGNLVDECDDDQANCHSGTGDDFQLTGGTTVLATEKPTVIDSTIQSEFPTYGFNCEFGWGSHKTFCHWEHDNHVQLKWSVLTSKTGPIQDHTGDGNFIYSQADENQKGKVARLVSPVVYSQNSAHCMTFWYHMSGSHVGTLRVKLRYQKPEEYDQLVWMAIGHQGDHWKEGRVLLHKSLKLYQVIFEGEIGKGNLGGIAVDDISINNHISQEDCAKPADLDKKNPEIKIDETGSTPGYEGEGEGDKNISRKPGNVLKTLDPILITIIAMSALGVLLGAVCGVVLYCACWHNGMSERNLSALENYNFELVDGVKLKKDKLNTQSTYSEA
Starred values were filed as active, the others as inactive; i = inactive; / = no result given.

molecule	MT1-MMP act inh	MsrA inh	bovine MsrA act	FAS TE block	Rin1 Abl inh	Neddylation inh	SKN-1 block	eLon inh	CendR NRP1 mod
CC1CCCC(C)N1CCCNC(=O)Cn1ncc2c([nH]c3ccccc32)c1=O (centres undefined)	-2	0.3	-2	-9	1	i	20	-1	-3
O=C(COc1ccc(Cl)cc1)NCc1n[nH]c(=O)c2ccccc12	1	0.1	-1	-9	0	i	5	0	0
CCc1ccc(/C=N/NC(=O)c2nnn(-c3nonc3N)c2CN2CCc3ccccc32)cc1	1	2.3	-3	23	1	i	-1	-1	6
CCCCCCCCc1nnc(NC(=O)c2ccco2)s1	5	-0.4	-7	1	3	i	9	-8	-20
COc1cc(C(=O)Nc2ccc(N(C)C)cc2)cc(OC)c1OC	13	-0.8	0	-4	-5	i	17	-8	-5
Cc1ccc(Nc2ccc([N+](=O)[O-])nc2[N+](=O)[O-])cc1	7	5.3*	-7	3	-5	i	14	-9	-6
COc1ccc(CCNC(=O)CSc2nnc(-c3cccc(C)c3)o2)cc1OC	4	2.7	-4	-7	-2	i	-5	-11	-4
COC(=O)c1ccc(NC(=O)CSc2nnc(-c3cccnc3)o2)cc1	0	1.4	-2	-12	0	i	8	-2	8
COc1ccc(NS(=O)(=O)c2cccc(NC(=O)COc3ccccc3[N+](=O)[O-])c2)cc1	0	0.8	-1	8	6	i	-11	-6	2
CCOP(=O)(OCC)C(NC(=O)c1ccc(OC)cc1)c1ccccc1 (centres undefined)	4	-0.5	-3	-5	3	i	8	-6	1
CC1(C)O[C@@H]2[C@H](O1)[C@@H](COS(=O)(=O)O)O[C@H]2n1cc(Br)c(=O)[nH]c1=O	4	-0.4	-2	-11	2	i	5	-28	22
CCc1ccc(NC(=O)C(=O)NCCN2CCN(S(C)(=O)=O)CC2)cc1	0	-0.4	-2	-7	3	i	6	0	2
COCCn1c(-c2ccc(Cl)cc2)cnc1SCC(=O)NCCc1ccc(OC)c(OC)c1	6	-0.9	-6	-3	-2	i	9	0	1
C=CCn1c(SCC(=O)c2ccc(Br)cc2)nnc1C(CC(C)C)NC(=O)c1cccs1 (centres undefined)	-1	-0.5	-2	19	-1	i	-3	4	-9
O=c1cc(CSc2nnnn2-c2ccc(O)cc2)nc2sccn12	-9	2.5	-3	-9	5	i	5	-9	-3
COCCCNC(=O)Cc1ccccc1OC	-3	0.4	-2	-5	3	i	-12	-4	3
CC(=O)C(N=Nc1ccccc1)(Sc1nnc(-c2ccccc2)n1-c1ccccc1)C(=O)Nc1ccccc1 (centres undefined)	-3	2.1	2	79*	0	i	16	-1	6
COc1cc(CN(C(=S)NCC(=O)N2CCCC2)C2CCCC2)cc(OC)c1OC	-3	0.8	2	-2	0	i	-6	-1	2
CCOc1ccc(S(=O)(=O)Nc2ccccc2C(=O)N(C)C2CCN(C)CC2)cc1	-5	0.2	-1	-8	5	i	2	-3	8
CCOC(=O)N1CCN(C(=O)c2cc(COc3c(F)cccc3F)on2)CC1	-3	0.1	0	-3	0	i	10	1	6
CCOC(=O)c1[nH]c2cc(OC)c(OC)cc2c1NC(=O)c1nonc1C	0	2.0	1	-2	1	i	-3	9	9
O=C(COC(=O)c1ccc([N+](=O)[O-])o1)NC1CCCC1	2	-0.1	0	2	-1	i	10	-3	-8
CCOC(=O)C1(Cc2ccc(OC)cc2)CCN(C(=O)CCn2ccc(C)n2)CC1	0	0.1	-2	-10	-1	i	8	1	-6
COc1cc(CNCc2cccs2)cc(Br)c1OC	-2	-1.0	-1	4	-3	i	2	5	7
COc1ccc(C(=O)N2CCC(C(=O)Nc3ccccc3OC)CC2)cc1	4	-0.6	-3	-7	-4	i	7	-6	2

Next records follow:
molecule	MT1-MMP act inh	MsrA inh	bovine MsrA act	FAS TE block	Rin1 Abl inh	Neddylation inh	SKN-1 block	eLon inh	CendR NRP1 mod
NC(=O)COC(=O)c1ccc2c(c1)S(=O)(=O)N=C1CCCCCN12	-1	0.2	-2	-10	-2	i	12	-7	12
Cn1nc(C(=O)OCc2ccccc2F)c2ccccc2c1=O	-2	0.4	-1	5	-3	i	2	5	0
Cc1ccc(C(=O)N2c3ccccc3Sc3ccccc32)cc1	2	-0.7	-3	-1	0	i	2	3	-5
COc1ccccc1N(C)S(=O)(=O)c1ccc(C(=O)NCC(C)C)cc1	10	0.4	-1	3	-1	i	21	-8	6
CC(=O)N1CCN(c2ccc(Oc3ccc([N+](=O)[O-])c(C(F)(F)F)c3)cc2)CC1	-14	/	-1	17	-1	i	7	-10	-1
CC(C)(C)OC(=O)C[C@H]1C/C=C\C[C@H](CC(=O)N[C@H](CO)Cc2ccccc2)C(=O)N[C@@H](Cc2ccccc2)COC1=O	1	0.8	0	0	3	i	12	-3	11
S=C1SCCN1Cc1ccccc1	3	-0.7	-2	-1	1	i	4	-17	4
Cc1cc(N2CCN(S(=O)(=O)Cc3ccccc3)CC2)n2ncnc2n1	5	-0.3	-6	-5	-1	i	-16	-3	-4
CC(C)(C)OC(=O)C(Cc1ccc(OC(C)(C)C)cc1)NC(=O)CNC(=O)OCc1ccccc1 (centres undefined)	-11	0.0	1	20	1	i	-7	-3	7
CCOC(=O)N1CCN(C(C(=O)NC2CCCC2)c2cccc(OC)c2OC)CC1 (centres undefined)	1	-0.7	/	/	/	i	5	/	-8
CC(O)c1nc2ccccc2n1C1CCCCC1 (centres undefined)	-4	-1.3	-5	-8	3	i	7	2	-3
COc1ccc(OCCN2C(=O)NC3(CCc4ccccc4C3)C2=O)cc1 (centres undefined)	4	-0.4	-3	-1	2	i	11	1	0
CCc1ccc(C(=O)N2CCN(c3ccc(F)cc3)CC2)s1	5	-0.4	-1	4	-2	i	15	6	0
O=C(CN(CC1CCCO1)C(=O)CNS(=O)(=O)c1ccccc1)NCc1ccc(F)cc1 (centres undefined)	0	-0.7	-5	-5	2	i	0	-5	6
Cc1nn(CC#N)c(=O)n1-c1ccccc1F	2	0.7	-4	-6	4	i	-25	-8	5
COc1ccc(C(=O)CSc2nnc3ccccn23)cc1OC	2	0.5	-2	-4	-2	i	-3	0	8
Cc1ccc(S(=O)(=O)N(C)C[C@@H]2OCc3cnnn3CCCC(=O)N([C@H](C)CO)C[C@@H]2C)cc1	6	-0.8	-3	-11	1	i	9	-10	-13
CC(=O)[C@@]1(O)CCC2C3CC[C@H]4C[C@@H](O)CC[C@]4(C)C3CC[C@@]21C (some centres undefined)	3	-0.5	0	2	-1	i	3	-7	-5
C=CCNC(=O)c1onc(CSc2cccc(OCC)c2)c1C(=O)O	0	1.4	2	-8	1	i	-15	7	4
CCc1ccc(OCC(=O)Nc2ccc(CN3CCCCC3)cc2)cc1	2	-0.1	-9	-8	1	i	-1	1	-1
COc1cc(C(=O)Nc2nc(-c3cc(C)ccc3C)c(C)s2)ccc1OCC(=O)Nc1ccc(F)cc1	-13	-0.6	-5	-7	0	i	-5	-6	7
CN1C(C)(C)CC(=NOC(=O)c2ccccc2)CC1(C)C	1	1.4	0	-5	4	i	-2	-11	4
Cc1ccc2nc(-c3ccccc3)c(CN3CCN(c4ccccc4F)CC3)n2c1	-12	-0.6	-3	32	0	i	6	-6	-1
O=C(OCC(=O)N1CCCc2ccccc21)c1ccc(F)c(S(=O)(=O)N2CCOCC2)c1	-2	-1.1	-6	1	2	i	-9	-6	-4
COc1ccc(C2=NN(CCC(=O)NC3CCC(C)CC3)C(=O)CC2)cc1 (centres undefined)	1	2.1	-2	-1	-1	i	-2	5	16

MsrA inh: hit marks shown above.
mol | MT1-MMP act inh | MsrA inh | bovine MsrA act | Rin1 Abl inh | Neddylation inh | SKN-1 block | eLon inh | CendR NRP1 mod
Cc1ccc(Nc2ccc([N+](=O)[O-])nc2[N+](=O)[O-])cc1 | 7 | 5.3* | -7 | -5 | i | 14 | -9 | -6

Following part:
molecule	MT1-MMP act inh	MsrA inh	bovine MsrA act	FAS TE block	Rin1 Abl inh	Neddylation inh	SKN-1 block	eLon inh	CendR NRP1 mod
OC(COc1ccccc1)CN1CCCCCC1 (centres undefined)	0	-0.1	-13	-1	3	i	0	4	18
CCOc1ccc(N(C(=O)c2ccc(S(=O)(=O)N3CCCC3)cc2)C2C=CS(=O)(=O)C2)cc1 (centres undefined)	-6	2.4	-2	0	6	i	7	-1	1
Nn1c(SCc2ccc(F)cc2)nnc1-c1ccncc1	5	-0.5	-2	-2	0	i	11	2	-13
CN(CC(=O)N/N=C/c1ccc(F)cc1)S(=O)(=O)c1ccccc1	-1	1.0	0	-5	-1	i	5	-5	9
N#CC(=C=[N-])C1=C(C#N)C(c2ccccc2F)C([n+]2ccccc2)C(O)(C2CC2)N1 (centres undefined)	-5	0.7	-4	0	-73	i	14	-15	-19
CN(C(=O)CSc1nnc(-c2cccc(F)c2)n1N)C1CCS(=O)(=O)C1 (centres undefined)	3	1.2	-5	-3	0	i	-4	5	5
CCOc1ccc(NC(=NCc2ccc3c(c2)OCO3)SC2CC(=O)N(c3ccccc3)C2=O)cc1 (centres undefined)	0	-1.2	2	22	5	i	-4	-10	11
COC(=O)c1c(-c2ccc(C)cc2)csc1NC(=O)C1CC=CCC1C(=O)O (centres undefined)	-8	2.5	-3	-9	-3	i	-9	7	-1
Cc1cc(F)ccc1S(=O)(=O)Nc1c(C)n(C)n(-c2ccccc2)c1=O	0	-0.6	-1	-6	-1	i	-6	-4	-2
CCn1nnc(NC(=S)NC(=O)c2ccc(-c3cccc(Cl)c3)o2)n1	3	3.5	1	12	-3	i	16	0	6
CC(CNC(=O)CCS(=O)(=O)c1ccc2c(c1)NC(=O)CO2)c1ccccc1 (centres undefined)	-2	-0.3	-2	-1	6	i	14	-1	4
Cc1ccc(S(=O)(=O)N2CCCCC2)c(C)c1NS(C)(=O)=O	6	-0.7	-2	-2	1	i	7	-5	-1

Exported with two lines to a compound: part of the list above
Below each compound: MT1-MMP act inh, MsrA inh, bovine MsrA act, FAS TE block, Rin1 Abl inh, Neddylation inh, SKN-1 block, eLon inh, CendR NRP1 mod
- CN(C(=O)CSc1nnc(-c2cccc(F)c2)n1N)C1CCS(=O)(=O)C1 (centres undefined)
→ 3, 1.2, -5, -3, 0, i, -4, 5, 5
- CCOc1ccc(NC(=NCc2ccc3c(c2)OCO3)SC2CC(=O)N(c3ccccc3)C2=O)cc1 (centres undefined)
→ 0, -1.2, 2, 22, 5, i, -4, -10, 11
